# HP1b binding inh – inhibitors of HP1-beta chromodomain binding to methylated histone tails. 390,000 tested, 0.56% active. Potency, µM (highest dose often 114 µM), inactives show at the highest dose activity change, negative = inhibition, usual class: inhibitors. AlphaScreen HP1-beta / biotin-H3K9me3 peptide binding. P83916; further: nearly all actives have a fitted effect of over 70% in size; inactives centre near 23
# Target sequence (P83916 whole entry, looked up): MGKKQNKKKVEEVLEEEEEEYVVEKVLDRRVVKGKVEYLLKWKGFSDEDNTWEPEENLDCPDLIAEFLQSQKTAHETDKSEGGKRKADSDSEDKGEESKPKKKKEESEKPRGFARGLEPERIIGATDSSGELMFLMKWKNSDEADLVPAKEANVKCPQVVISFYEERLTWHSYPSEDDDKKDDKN
#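 AlphaScreen: HP1-beta (50 nM) preformed 30 min with biotin-H3(1-18)K9me3 peptide (50 nM) in PBS pH 7.4, 0.01% Tween-20. Compound added for 30 min at RT, then streptavidin donor/nickel chelate acceptor beads (10 ug/mL) for 30 min.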
# ALOX12 inh – ALOX12 (human) lipoxygenase inhibition | AID 1671190 | Potency, µM (top dose mostly 108 µM), inactives show at the top dose activity change, negative = inhibition, most hits filed as inhibitors | 580,000 tested, 1.1% active | purified 12hLO, xylenol orange hydroperoxide absorbance; further: on the % scale 0 is the no-effect control and ±100 the full control effect
#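 Purified human 12hLO at 150 nM in 25 mM Hepes, 0.01% Triton X-100, pH 7.0, preincubated 15 min at room temperature with compound. Reaction started with 40 uM arachidonic acid, 30 min at room temperature. Hydroperoxide measured by Fe-xylenol orange, 573/405 nm absorbance ratio.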
# TrxR1 inh – inhibitors of rat thioredoxin reductase 1; O89049; recombinant rTrxR1, NADPH fluorescence consumption, selenite substrate; Potency, µM (doses to about 114 µM), without a hit: at the highest dose activity change, negative = inhibition, most hits filed as inhibitors; 390,000 tested, 1% active; AID 588453; further: on the % scale 0 is the no-effect control and ±100 the full control effect; nearly all actives have a fitted effect of over 65% in size
# Target sequence (O89049 whole entry, looked up): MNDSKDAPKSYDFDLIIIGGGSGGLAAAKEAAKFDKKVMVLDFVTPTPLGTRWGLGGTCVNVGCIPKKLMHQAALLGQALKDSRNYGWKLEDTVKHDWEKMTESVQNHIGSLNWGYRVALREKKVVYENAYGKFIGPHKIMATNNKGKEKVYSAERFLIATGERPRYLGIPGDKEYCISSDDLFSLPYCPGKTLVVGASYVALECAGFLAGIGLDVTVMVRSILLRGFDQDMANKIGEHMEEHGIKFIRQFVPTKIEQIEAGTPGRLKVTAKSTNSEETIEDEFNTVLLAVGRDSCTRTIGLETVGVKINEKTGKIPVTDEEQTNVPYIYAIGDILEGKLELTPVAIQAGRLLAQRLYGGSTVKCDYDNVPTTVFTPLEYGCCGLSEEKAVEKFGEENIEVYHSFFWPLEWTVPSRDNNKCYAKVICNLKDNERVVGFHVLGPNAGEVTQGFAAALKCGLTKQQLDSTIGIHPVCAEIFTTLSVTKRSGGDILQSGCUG
#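 Rat TrxR1 (90 nM in the dispensed reagent) was pre-reduced with 400 uM NADPH for 5 min at room temperature, then incubated with compound for 15 min. After 400 uM selenite was added, NADPH fluorescence (Ex 340/Em 450 nm) was followed for 8 min.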
# Tb PGK inh – T. brucei PGK inhibition; P07378; PGK/GAPDH coupled, Kinase-Glo luminescence, 60 min; Potency, µM (doses to about 57.5 µM), for inactives: at the highest dose activity change, negative = inhibition, most hits filed as inhibitors; 380,000 tested, 0.043% active; AID 602233; further: on the % scale 0 is the no-effect control and ±100 the full control effect; nearly all actives have a fitted effect of over 60% in size
#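 Luminescent ATP detection (Kinase-Glo Plus) follows a 60-minute room-temperature incubation, with wells lacking PGK as controls. Buffer: 100 mM TEA (pH 7.6), 5 mM MgCl2, 0.01% Tween-20. Coupling enzyme GAPDH (100 nM final) supplies unstable 1,3-BPG in-well.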
# GLS inhibitor – glutaminase GLS (human) inhibition; O94925; GLS enzymatic activity, qHTS titration; Potency, µM (top dose mostly 45.5 µM), inactives show top-dose activity change, negative = inhibition, actives largely listed as inhibitors; 410,000 tested, 0.21% active; AID 624170; further: on the % scale 0 is the no-effect control and ±100 the full control effect
#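 Coupled fluorescence readout: glutamate oxidase/HRP/Amplex Red detect glutamate formed by hKGA from L-glutamine (1 mM solution added). Buffer 45 mM KH2PO4 pH 8.2, 0.02% Tween-20; reads at t0 and 30 min RT.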
# RGS4 inh – human RGS4 inhibition. 390,000 tested, 0.039% active. Potency, µM (top dose mostly 114 µM), without a hit: at the top dose activity change, negative = inhibition, usual class: inhibitors. Transcreener GDP fluorescence polarization, RGS4-accelerated GTP hydrolysis. P49798; further: on the % scale 0 is the no-effect control and ±100 the full control effect; nearly all actives have a fitted effect of over 75% in size; some results filed as inactive show a strong effect at the top dose
# Target sequence (P49798 whole entry, looked up): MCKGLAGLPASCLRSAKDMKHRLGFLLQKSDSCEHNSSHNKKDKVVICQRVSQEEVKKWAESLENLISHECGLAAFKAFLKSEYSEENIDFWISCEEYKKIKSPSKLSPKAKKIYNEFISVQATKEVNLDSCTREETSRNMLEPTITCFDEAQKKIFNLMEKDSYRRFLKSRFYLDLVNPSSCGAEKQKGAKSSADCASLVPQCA
#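 MLSMR compounds (23 nl, pin-transferred) preincubated 10 min at room temperature with a 500nM (2x) first reagent, then RGS4 at 900nM (2x) plus Transcreener GDP mix added; fluorescence polarization (620/688 nm) read before and after 90 min at 30 °C.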
# Pin1 inhibitor – inhibitors of human Pin1 | 390,000 tested, 0.009% active | AID 504891 | Potency, µM (top dose mostly 115 µM), for inactives: at the highest dose activity, negative = inhibition, actives largely listed as inhibitors | Pin1 FP peptide displacement, HiFluor488, 10 min | Q13526; active means well fitted inhibition curve with a large enough effect in the polarisation, with a control signal flat, not every such curve was filed as active; inconclusive means small, poorly fitted or top-dose-only effect, or effect the other way, or a change in a side signal; inactive means no such curve, though single readings can be large or run the other way; the % refers to the polarisation; further: on the % scale 0 is the no-effect control and ±100 the full control effect
# JMJD2A Tudor inh – inhibitors of human JMJD2A Tudor domain; O75164; AlphaScreen JMJD2A-Tudor / H3K4me3 peptide binding; Potency, µM (doses to about 114 µM), without a hit: at the highest dose activity change, negative = inhibition, hits mostly inhibitors; 390,000 tested, 4.4% active; AID 504339; further: on the % scale 0 is the no-effect control and ±100 the full control effect; nearly all actives have a fitted effect of over 50% in size
# ERG Ets-DNA blk – blocks human ERG Ets domain binding to DNA; P11308; fluorescence polarization, His-ERG Ets domain / labelled DNA; Potency, µM (titrated, usually from 76.9 µM), for inactives: top-dose FP activity, negative = inhibition, usual class: inhibitors; 370,000 tested, 0.028% active; AID 624246; active means well fitted inhibition curve with a large enough effect in the polarisation, with a control signal flat; inconclusive means small, poorly fitted or top-dose-only effect, or effect the other way, or a change in a side signal; inactive means no such curve, though single readings can be large or run the other way; the % refers to the polarisation;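 further: polarization taken with two DNA probes labelled with fluorescein and Texas red; % of control where 0% means no effect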
#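 His-tagged ERG Ets domain (1 uM in the protein solution; 300mM KCl, 50mM Tris-HCl, 1mM EDTA, 1mM DTT, pH 7.5) received compound, then a probe mix of 5 nM fluorescein-DNA and 100nM Texas-615-DNA. Fluorescence polarization was read for both dyes.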
# Numbers without * were called inactive; i = inactive; ? = inconclusive; . = no result given; [ ] = another dose, or the depositor's remark. Unless noted, the call rests on the fitted dose curve; in most records, active means well fitted curve in the direction sought with a large enough effect; inconclusive means small, poorly fitted or top-dose-only effect, or another doubt; inactive means no such curve, though single readings can be large; an effect the other way counts as inactive or inconclusive. Potency means the concentration at half of the fitted maximal effect. These rows are one share of the data (hit frequency here may not be typical).
SMILES,HP1b binding inh,ALOX12 inh,TrxR1 inh,Tb PGK inh,GLS inhibitor,RGS4 inh,Pin1 inhibitor,JMJD2A Tudor inh,ERG Ets-DNA blk
Cc1ccsc1C1C(C#N)=C(N)OC2=C1C(=O)CC(C)C2 (stereo unspecified),47.3%[activator],-15.6%,-8.1%,1.1%,18.9%,-18.4%,5.8%,-6.2%,12.8%
Cc1ccc(S(=O)(=O)N(C)c2ccc(OC(=O)c3cccs3)cc2)cc1C,67.3%[activator],?,20.4%,3.6%,-0.7%,1.9%,13.2%,19.3%,-6.8%
CCc1cc(=O)[nH]c(SCc2cccc3ccccc23)n1,3.0%[57 µM],.,13.0%,-12.1%,-3.2%,16.3%,-8.1%,-28.0%,3.7%
CCC(NC(=O)Cc1cccs1)c1ccccc1 (stereo unspecified),35.3%,7.1%,19.1%,i,-13.3%,-6.6%,-9.8%,-6.9%,-10.0%
Cc1ccc(CCN2CC(C(=O)NCCN3CCOCC3)CC2=O)cc1 (stereo unspecified),19.4%,112.8%[activator],18.4%,-1.8%,-11.1%,1.9%,0.1%,-17.7%,-2.1%
CCOc1ccc(-n2c(=O)c3c4c(sc3n(CC(=O)NC(C)CC)c2=O)CCCC4)cc1 (stereo unspecified),16.9%,-9.2%,16.5%,8.6%,2.0%,21.9%,-4.3%,-12.3%,5.8%
CCCCSc1nc2c(cc1C#N)CCC2,203.2%[activator],?,9.6%,7.1%,-0.1%,-13.7%,-6.8%,154.5%[activator],0.0%
COc1ccc2ccc(OCC(=O)Nc3cc(C)on3)cc2c1,25.4%,?,10.3%,0.7%,-1.2%,1.3%,2.1%,-4.7%,2.7%
CCCCOC(=O)c1ccc(-n2nnc3c(sc4nc(C)cc(C)c43)c2=O)cc1,34.1%[activator],0.8%,25.6%,-0.8%,5.0%,10.6%,-0.3%,-23.9%,-1.6%
Nc1c(C(=O)NCCc2ccccc2)nnn1Cc1ccc(Cl)cc1,50.8%[activator],0.0%,15.5%,1.1%,1.1%,-9.2%[56.9 µM],-5.5%,0.0%[57.1 µM],-2.4%
O=S(=O)(CS(=O)(=O)c1ccc(Cl)cc1)c1ccc(Cl)cc1,31.8%,8.1%,-1.6%[57.1 µM],2.9%,14.2%,-12.6%,2.2%,-3.2%,-0.1%
COc1ccc(C(=O)Nc2ccccc2C(=O)O)cc1Cl,25.0%,-10.6%,-9.5%,-7.1%,18.8%,-4.0%,-0.8%,-13.9%,-3.0%
O=c1sc2ccccc2c(N2CCCCC2)c1[N+](=O)[O-],35.9%,-1.7%,14.0%,-0.3%,-4.9%,-2.1%,4.6%,-14.5%,-3.5%
Cc1ccc(-c2noc(CNc3ccccc3)n2)cc1,64.9%,?,-0.9%,0.0%,5.6%,2.2%,-0.6%,34.3%,-3.3%
CCCOc1ccc(NC(=O)c2c(-c3ccccc3)noc2C)cc1,27.9%,9.6%,-17.5%,-1.6%,-1.3%,9.2%,?,-8.3%,-2.5%
COc1cc(OC)c(NC(=O)c2ccc3nc(C(C)C)oc3c2)cc1Cl,22.5%[57 µM],-19.4%,12.0%[57.1 µM],-1.9%,7.0%,-28.5%,-3.2%,7.7%,2.4%
COCC(=O)n1nc(-c2ccccc2)nc1NCc1cccs1,31.0%,-1.8%,14.7%[57.1 µM],i,3.7%,-22.8%,-8.7%,-8.7%,5.1%
N#CCCN(Cc1cccs1)C(=O)Nc1ccc(F)cc1,23.7%,?,3.7%,-2.6%,-5.3%,-14.8%,1.1%,-9.0%,-4.7%
COc1ccc(C(=O)CN2C(=O)c3ccccc3S2(=O)=O)cc1,28.4%,-12.9%,10.4%,-1.1%,-8.2%,-12.4%,3.6%,-6.3%,9.6%
CCN(CC)CCCNC(=O)c1cn(C)c2ccc(S(=O)(=O)N3CCOCC3)cc2c1=O,35.4%,-3.3%,7.8%,-0.1%,0.5%,-15.2%,-7.3%,8.3%,0.1%
CCNC(=O)CCc1nc(-c2ccc(C(C)(C)C)cc2)no1,64.9%[activator],?,9.2%[57.1 µM],i,-7.1%,-17.7%[11.4 µM],3.4%,-8.4%[11.4 µM],0.2%
O=C(COC(=O)c1ccc(Br)o1)NCc1ccc(F)cc1,31.5%,7.4%,12.0%,-1.7%,6.8%,22.9%,-3.4%,-6.4%,5.4%
CC(C)[C@@H](C(=O)NC1CCCC1)N1C(=O)N2CCc3c([nH]c4ccccc34)[C@@]2(C)C1=O,-17.3%,32.6%,4.8%,-8.2%,5.1%,-14.9%,-16.1%,?,0.4%
CC(=O)N1c2ccc(F)c(F)c2C[C@H]1C,3.7%,0.5%,14.9%,10.2%,12.4%,-47.0%,-2.5%,-20.7%,3.7%
C(/C=C/c1ccccn1)=C\c1ccccc1,191.6%[activator],-4.3%,19.0%,-4.3%,-3.3%,-2.9%,-15.8%,85.6%[activator],-4.3%
COc1ccc(N2C(=O)C(CC(=O)Nc3ccc(Cl)cc3)N(NC(=O)c3cccc(F)c3)C2=S)cc1 (stereo unspecified),52.5%[activator],18.2%,-2.6%,-0.2%,-17.0%,10.9%[56.9 µM],11.8%,-19.6%,-6.1%
CC1CCN(c2ccc(-c3ccc(NC(=O)c4ccco4)cc3)nn2)CC1,1.0%,-31.6%,-3.4%,15.9%,6.4%,13.8%,0.8%,-8.8%,-6.7%
COc1ccc(Cl)cc1NS(=O)(=O)N1CCOCC1,16.4%,-1.2%,10.2%,-0.8%,8.8%,-5.2%,-1.1%,-12.4%,-2.5%
CN(CC(=O)Nc1ccccc1Cl)C(=O)CSc1nnc(-c2ccco2)o1,-7.3%,-3.0%,3.6%[57.1 µM],4.9%,2.9%,-7.5%,-0.5%,-9.3%,-1.4%
Cc1ccccc1NC(=O)CCC(=O)N/N=C/c1ccc(F)cc1,61.6%[activator],-5.2%,14.4%,i,1.2%,-20.7%,2.5%,7.6%,-5.8%
Cc1ccccc1-c1nnn(Cc2ccc(-c3nn[nH]n3)cc2)n1,18.2%,-95.4%,22.6%[57.1 µM],-8.4%,4.6%,?,-3.6%,-21.6%[57.1 µM],1.6%
Cc1cc(=O)[nH]c(N/N=C/C2=C(N3CCOCC3)C(=C\c3ccc(Cl)cc3)/CC2)n1,-2.8%,?,-81.7%,-0.3%,1.6%,?,13.2%,-35.6%,-5.0%
CCc1nc(SCC(=O)NNC(=O)c2ccc(C)cc2)c2ccccc2n1,36.7%[activator],-2.6%,14.0%[57.1 µM],-3.8%,-4.4%,-17.5%,1.8%,1.4%,-13.6%
Cc1ccc(O)c(CNc2cccc(C)n2)c1,-5.7%,5.5%,6.0%[57.1 µM],-2.7%,-23.0%,-7.8%,1.1%,-27.9%,-3.6%
COCCN1C(=O)C(=O)/C(=C(/O)c2cccc(OC)c2)C1c1ccco1 (stereo unspecified),4.2%,0.0%,-26.4%,?,-19.1%,13.7%,-4.4%,?,-5.0%
COc1ccc(S(=O)(=O)N2CCCCC2)cc1NC(=O)c1ccc(Cl)nc1,10.3%,?,-1.3%,-12.1%,8.5%,?,-3.5%,-24.3%,13.0%

# 3 entries from above, arranged by SMILES length, ascending:
SMILES,HP1b binding inh,ALOX12 inh,TrxR1 inh,Tb PGK inh,GLS inhibitor,RGS4 inh,Pin1 inhibitor,JMJD2A Tudor inh,ERG Ets-DNA blk
Cc1ccc(O)c(CNc2cccc(C)n2)c1,-5.7%,5.5%,6.0%[57.1 µM],-2.7%,-23.0%,-7.8%,1.1%,-27.9%,-3.6%
CC1CCN(c2ccc(-c3ccc(NC(=O)c4ccco4)cc3)nn2)CC1,1.0%,-31.6%,-3.4%,15.9%,6.4%,13.8%,0.8%,-8.8%,-6.7%
COc1ccc(N2C(=O)C(CC(=O)Nc3ccc(Cl)cc3)N(NC(=O)c3cccc(F)c3)C2=S)cc1 (stereo unspecified),52.5%[activator],18.2%,-2.6%,-0.2%,-17.0%,10.9%[56.9 µM],11.8%,-19.6%,-6.1%

# Carrying on:
SMILES,HP1b binding inh,ALOX12 inh,TrxR1 inh,Tb PGK inh,GLS inhibitor,RGS4 inh,Pin1 inhibitor,JMJD2A Tudor inh,ERG Ets-DNA blk
COc1ccc(/C=C/C(=O)NNc2c(F)c(F)cc(F)c2F)cc1OC,-8.6%,?,-11.5%,-7.1%,29.8%,5.3%,2.4%,-16.3%,?
COC(=O)c1sc(NC(=O)c2cnccn2)c(C(=O)OC)c1C,42.8%[activator],.,1.5%[57.1 µM],-1.6%,14.1%,29.0%,1.9%,-13.6%,-2.4%
Cc1ccc(C(=O)OCC(=O)NCc2cccc(Cl)c2)cc1S(=O)(=O)N1CCCCC1,14.8%,-30.9%,17.0%,-6.8%,2.5%,7.0%,17.2%,-24.7%,-3.1%
COc1ccccc1N1CCN(C(=O)c2cnn(C(C)(C)C)c2C2CCN(C(=O)OC(C)(C)C)CC2)CC1,39.1%,3.2%,8.5%,i,2.7%,-4.4%,0.8%,-11.7%,-11.0%
